RECQ1 inh = blocks DNA unwinding by human RECQ1 | P46063 | RECQ1 DNA unwinding, red fluorescence kinetic read | Potency, µM (highest dose often 57.3 µM), without a hit: top-dose activity, negative = inhibition, actives largely listed as inhibitors | 240,000 compounds, 0.54% hits | AID 2549;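 also: plate controls were vehicle for no effect and no enzyme for full effect; nearly all actives have a fitted effect of over 30% in size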
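RECQ1T1 50 nM; forked duplex (20 bp + 30-nt ss tails) 200 nM, ATP 2 mM final; pH 8.0, 2 mM MgCl2, 2.5 ug/ml poly(dI-dC); 15 min compound preincubation; discontinuous kinetic read over 2 h at RT.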
RGS12 GoLoco inh = blocks human Gai1 binding to RGS12 GoLoco peptide, red readout; P63096; Gai1:RGS12 GoLoco peptide FP, rhodamine, 10 min; Potency, µM (titrated, usually from 61.6 µM), inactives show at the highest dose activity, negative = inhibition, actives largely listed as inhibitors; 230,000 compounds, 0.44% hits; active = well fitted inhibition curve with a large enough effect, not every such curve was filed as active; inactive = no such curve, though single readings can be large or run the other way; also: % is scaled to controls: 0 for no effect and ±100 for the full control effect; nearly all actives have a fitted effect of over 30% in size; many of its hits are not listed in these tables
TexasRed fluor = Texas Red fluorescence interference in TRb-SRC2 counter-screen; AID 1479; 280,000 compounds, 0.29% hits; TRb/SRC2 Texas Red total fluorescence interference; Potency, µM (top dose mostly 106 µM), for inactives: top-dose fluorescence change, negative = quenching; active = well fitted curve in either direction with a large enough effect; inconclusive = small, poorly fitted or top-dose-only effect; also: % is scaled to controls: 0 for no effect and ±100 for the full control effect
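Human TRb ligand-binding domain at 0.6 uM with 20 nM Texas Red SRC2 peptide in Tris buffer containing 1 uM T3 and 5% DMSO, incubated with compound 5 h at ambient temperature. Total fluorescence (555/632 nm) calculated as parallel + 2 × perpendicular.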
SMN2 splice up = SMN2 splice variant enhancement. HEK293 SMN2-luciferase splicing reporter, luminescence, 30-36 h. Potency, µM (highest dose often 46.1 µM), inactives show at the highest dose activity change, positive = activation, usual class: activators. 210,000 compounds, 2.8% hits; also: % of control where 0% means no effect; nearly all actives have a fitted effect of over 55% in size
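qHTS luciferase splicing reporter: luminescence rises when SMN2 exon 7 is included in transfected HEK293 cells. Compound exposure lasted 30-36 h at 37C, with 4.5 mM final sodium butyrate as control, followed by a ONE-Glo read.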
TRb SRC2 PPI = inhibitors of human thyroid hormone receptor beta-SRC2 interaction; TRbeta-SRC2 peptide binding, fluorescence polarization; receptor liganded with 1 µM T3; 280,000 compounds, 0.065% hits; AID 1469; Potency, µM (doses to about 106 µM), without a hit: at the highest dose activity change, negative = inhibition, hits mostly inhibitors; P10828;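 also: plate controls were bound peptide for no effect and peptide without receptor for full effect; nearly all actives have a fitted effect of over 50% in size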
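Human TRb LBD (0.6 uM) plus Texas Red-labeled SRC2 peptide (20 nM), 1uM T3, 5% DMSO, 5 hr at ambient temperature. Decreased polarization (555/632 nm) flags inhibition; data normalized to free and bound peptide controls.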
LMNA splice mod = LMNA splicing modulation. HeLa LMNA splicing GFP/RFP minigene ratio, 48 h. Potency, µM (titrated, usually from 46.1 µM), without a hit: top-dose ratio change, negative = inhibition, usual class: inhibitors. 200,000 compounds, 0.01% hits; active = well fitted inhibition curve with a large enough effect in the signal ratio, with a control signal flat, not every such curve was filed as active; inconclusive = small, poorly fitted or top-dose-only effect, or effect the other way, or a change in a side signal; the % refers to the signal ratio; also: % is scaled to controls: 0 for no effect and ±100 for the full control effect
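S3 HeLa stable clones carrying a lamin A-EGFP splicing minigene plus DsRed2 were seeded at 600 cells/well in Opti-MEM with 2% FBS, pin-dosed and incubated 48 h at 37°C. Acumen cytometry (488 nm) gave the GFP/RFP total-intensity ratio.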
ALDH1A1 block = ALDH1A1 (human) enzyme inhibition. P00352. 220,000 compounds, 7.3% hits. Potency, µM (top dose mostly 75.3 µM), inactives show at the top dose activity, negative = inhibition, actives largely listed as inhibitors. Purified ALDH1A1, NADH fluorescence, propionaldehyde substrate; active = well fitted inhibition curve with a large enough effect, not every such curve was filed as active; inconclusive = small, poorly fitted or top-dose-only effect, or another doubt; inactive = no such curve, though single readings can be large or run the other way;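 also: plate controls were no enzyme wells and a reference inhibitor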
JMJD2E inh = inhibitors of human JMJD2E histone demethylase; JMJD2E catalytic domain, FDH-coupled NADH fluorescence (FDH is formaldehyde dehydrogenase); 230,000 compounds, 1.6% hits; B2RXH2; Potency, µM (doses to about 57.1 µM), for inactives: at the highest dose activity change, negative = inhibition, most hits filed as inhibitors; AID 2147; active = well fitted inhibition curve with a large enough effect, not every such curve was filed as active; inconclusive = small, poorly fitted or top-dose-only effect, or another doubt; inactive = no such curve, though single readings can be large or run the other way;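 also: 0% = wells with enzyme and -100% = buffer wells without enzyme; nearly all actives have a fitted effect of over 50% in size; many of its hits are not listed in these tables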
* = called active by the depositor; i = inactive; ? = inconclusive; nt = no result given; & = joins results of further samples; [ ] = another dose, or the depositor's remark. Unless noted, calls follow the shape of the dose curve; as a rule, active = well fitted curve in the direction sought with a large enough effect; inconclusive = small, poorly fitted or top-dose-only effect, or another doubt; inactive = no such curve, though single readings can be large; an effect the other way counts as inactive or inconclusive. Potency is read from the fitted curve at half-maximal effect.

SMILES | RECQ1 inh | RGS12 GoLoco inh | TexasRed fluor | SMN2 splice up | TRb SRC2 PPI | LMNA splice mod | ALDH1A1 block | JMJD2E inh
Cc1ccc2nc(C(C)O)[nH]c2c1 (stereo not drawn) | -11% | 0% | -1% | 2% | -4% | -3% | 14% | 0%
O=C(N1CCN=C1SCc1cccnc1)C12CC3CC(CC(C3)C1)C2 | -11% | nt | -3% | nt | 11% | ? | ? | -8%
CCCOc1ccc(/C=C/C(=O)N2CCN(c3ccccn3)CC2)cc1 | -1% | 2% | -7% | -9% | -5% | nt | -2% | -6%
CC(C)CCN1CCN(Cc2cccc3nonc23)CC1CCO (stereo not drawn) | -17% | 10% | -1%[53 µM] | nt | 1%[53 µM] | 12%[46 µM] | ? | 8%
CCOc1ccc(C(=O)NCC(=O)OCc2c(F)cccc2Cl)cc1OCC | 0% | 4% | -14% | -3% | 3% | -6% | -3% | 4%
COc1cc(OC)cc(C(=O)NCC(=O)OCC(=O)N2c3ccccc3NC(=O)C2(C)C)c1 | -2% | 0% | 0% | 1% | -1% | -2%[46 µM] | ? | -2%
COc1cccc(NC(=O)Cn2c(=O)n(-c3ccccc3)c(=O)c3oc4ccccc4c32)c1 | -3% | 8% | -1% | 4% | -1% | -3% | -14% | -9%
COc1cccc(-c2ccc3ncnc(NC4CCNCC4)c3c2)c1 | 20% | 13% | -3% | 7% | 0% | ? | -8% | ?
Cc1cccc(C)c1NC(=O)CSCC(=O)c1ccc(O)c(O)c1 | -4% | 7% | -2% | ? | -21% | ? | 6% | 28µM*
CN(CC(=O)Nc1ccccc1[N+](=O)[O-])Cc1ccc(Br)cc1 | -24% | 4% | -6% | -15% | 2% | 13%[46 µM] | -5% | -16%
C/C(=N\NC(=O)c1ccoc1C)c1ccccc1 | -5% | 7% | 1% | nt | -10% | nt | nt | 5%
O=[N+]([O-])c1ccc(C2CNC(c3ccccc3)O2)cc1 (stereo not drawn) | -5% | 4% | 0% | 1% | 10% | 2% | 10% | -1%

3 compounds picked at random from those above, as already listed:
SMILES | RECQ1 inh | RGS12 GoLoco inh | TexasRed fluor | SMN2 splice up | TRb SRC2 PPI | LMNA splice mod | ALDH1A1 block | JMJD2E inh
CCCOc1ccc(/C=C/C(=O)N2CCN(c3ccccn3)CC2)cc1 | -1% | 2% | -7% | -9% | -5% | nt | -2% | -6%
Cc1cccc(C)c1NC(=O)CSCC(=O)c1ccc(O)c(O)c1 | -4% | 7% | -2% | ? | -21% | ? | 6% | 28µM*
O=C(N1CCN=C1SCc1cccnc1)C12CC3CC(CC(C3)C1)C2 | -11% | nt | -3% | nt | 11% | ? | ? | -8%

Continued.
SMILES | RECQ1 inh | RGS12 GoLoco inh | TexasRed fluor | SMN2 splice up | TRb SRC2 PPI | LMNA splice mod | ALDH1A1 block | JMJD2E inh
O=C(Cc1cccc2ccccc12)N/N=C/c1ccc(Sc2cccc3cccnc23)o1 | -3% | -2% | 0% | -58%[inhibitor] | 9% | ? | ? | ?
COc1ccc(Cc2nc(-c3ccc(-n4cccc4)cc3)no2)cc1 | -12% | 2% | ? | -34%[inhibitor] | 5% | ? | -2% | -2%
CC(=O)OCc1ccccc1Sc1ccccc1C(=O)NCc1ccccc1 | -16% | 16% | -12% | nt | -3% | nt | nt | -17%
O=C(NCc1ccccc1)/C(=C/c1ccc(OC(F)F)cc1)c1ccccc1 | -13% | nt | 2% | nt | 2% | ? | ? | 1%
Cc1cc(=O)cc(C)n1-c1ccc(O)cc1 | -3% | 7% | 5% | -8% | 5% | -17%[46 µM] | 2% | 11%
CS(=O)(=O)N1CCCC(C(=O)NCCCN2CCOCC2)C1 (stereo not drawn) | i | -4% | 0% | -12% | -4% | -3% | 5% | -1%
O=c1[nH]c(-c2ccccn2)nc2sc(-c3ccccc3)cc12 | 13% | 0% | -3% | 8.9µM* | 1% | nt | ? | 10%
Cc1nc(=O)c(-c2ccccc2)c(C)n1CC1CCCO1 (stereo not drawn) | i | 4% | 2% | -5% | 4% | 8% | 10% | 0%
CC(=O)N1CCC2(CC1)C(C#N)=C(N)Oc1c2sc2nc(C)cc(C)c12 | -3% | 0% | 0% | 1% | 0% | -2% | 5% | 0%
CCCC1CC(C(=O)N[C@H](C(C)O)C2OC(SC)[C@@H](O)C(O)C2O)N(C)C1 (stereo partly drawn) | i | -38% | -1% | 2% | 12% | nt | -11% | -10%
COc1cc(CNc2ccc(N3CCN(C(C)=O)CC3)cc2)ccc1OCc1ccccc1 | -2% | 4% | 0%[53 µM] | nt | 2%[53 µM] | 15%[46 µM] | 18µM* | 16µM*
O=C(c1ccco1)N1CCN(S(=O)(=O)N2CCOCC2)CC1 | -1% | 7% | 1% | 0% | 7% | 2% | -13% | -1%
CS(=O)(=O)Nc1cccc2[nH]ncc12 | -4% | -27% | -2% | nt | -8% | nt | -6% | -12%
CCOC(=O)CC(=O)CSc1nc2ccccc2c(=O)n1-c1ccc(C(=O)NCCOC)cc1 | -12% | 13% | -1%&3% | -4% | -5%&2% | 6%[46 µM] | -2% | 0%
COCC(=O)N1CCC2(CCCN(c3cccc(-c4ccccc4)c3)C2)CC1 | -20% | 24% | nt | -15% | nt | nt | ? | nt
COC(=O)CNC(=O)COC(=O)C(Cc1ccccc1)NC(=O)c1ccco1 (stereo not drawn) | -15% | 10% | 1% | -5% | -14% | 6% | ? | 4%
COc1ccc(C2N(c3ccccc3)C(=S)N3CCCN23)cc1 (stereo not drawn) | -1% | 9% | 0% | -23% | 6% | -2% | 2% | 5%
CCCCSC(=O)Nc1ccccc1 | i | -4% | -3% | 7% | 2% | -2% | ? | 10%
Cc1[nH]n(-c2nc(-c3ccccc3)cc(=O)[nH]2)c(=O)c1CCO | i | -1% | -4% | 2% | -1% | nt | 9% | ?
O=C1/C(=C/c2cccnc2)SC(=S)N1c1ccccc1 | 7% | 15% | 3% | 2% | -16% | -9% | ? | 4%
CCC(C)[C@H](NC(=O)NCc1cccs1)C(=O)O (stereo partly drawn) | -2% | 4% | -5% | -11% | -1% | 6% | 11% | -1%
O=C(NCC(=O)N(c1ccccc1)C(C(=O)NC1CCCCC1)c1cccnc1)c1cccs1 (stereo not drawn) | 18% | 6% | -1% | -8% | 5% | nt | 9% | 6%
Cc1cc(S(=O)(=O)N(Cc2ccc(F)cc2)CC2CCCO2)ccc1-n1cnnn1 (stereo not drawn) | i | 5% | -2% | -32%[inhibitor] | -4% | 1% | -11% | 2%
O=C(OCC(=O)N1CCCC1)c1ccco1 | i | -11% | -1% | 2% | -1% | -9% | -2% | -2%

Single records, as listed above. Values in the order: RECQ1 inh, RGS12 GoLoco inh, TexasRed fluor, SMN2 splice up, TRb SRC2 PPI, LMNA splice mod, ALDH1A1 block, JMJD2E inh
`COCC(=O)N1CCC2(CCCN(c3cccc(-c4ccccc4)c3)C2)CC1` in the list: -20%, 24%, nt, -15%, nt, nt, ?, nt
`CS(=O)(=O)Nc1cccc2[nH]ncc12` in the list: -4%, -27%, -2%, nt, -8%, nt, -6%, -12%

Returning to the listing, repeating the 2 entries before the break.
SMILES | RECQ1 inh | RGS12 GoLoco inh | TexasRed fluor | SMN2 splice up | TRb SRC2 PPI | LMNA splice mod | ALDH1A1 block | JMJD2E inh
Cc1cc(S(=O)(=O)N(Cc2ccc(F)cc2)CC2CCCO2)ccc1-n1cnnn1 (stereo not drawn) | i | 5% | -2% | -32%[inhibitor] | -4% | 1% | -11% | 2%
O=C(OCC(=O)N1CCCC1)c1ccco1 | i | -11% | -1% | 2% | -1% | -9% | -2% | -2%
COc1ccccc1NS(=O)(=O)c1cccc(C(=O)N/N=C(\C)c2ccc(-n3ccnc3)cc2)c1 | 4% | -3% | 1% | -16% | -4% | 7% | ? | 12%
C=CCNC(=S)Nc1ccc2cn[nH]c2c1 | -10% | 1% | -2% | nt | -8% | nt | ? | ?
C#Cc1ccc([C@@H]2C=C(C(=O)NC3CC3)O[C@H](OCC)[C@H]2CCCO)cc1 | i | 4% | 0% | nt | 5% | nt | nt | -2%
O=C(N=Nc1c(O)[nH]c2ccc(Br)cc12)c1ccccc1-n1cccc1 | -3% | 6% | -8% | -3% | -3% | ? | ? | -7%
O=C(NCCc1ccccc1)C(c1cccs1)N(C(=O)CCl)c1ccc(Cl)cc1 (stereo not drawn) | -14% | 1% | -1% | -67%[inhibitor] | 1% | ? | ? | -12%
O=C(Cc1ccccc1)Nc1ccccc1CO | -1% | -12% | 1% | 14% | 2% | -2% | ? | 12%
CCOc1cc(NS(C)(=O)=O)c(OCC)cc1NC(=O)c1cccs1 | -8% | 11% | -6% | -19% | -4% | 4% | -8% | -5%
CC(C)CN(C(=O)CSc1nncs1)c1c(N)n(CC(C)C)c(=O)[nH]c1=O | i | -20% | 2% | 0% | -23% | 3% | ? | -24%
CCOc1ccc(CNC2CCCc3ccccc32)cc1 (stereo not drawn) | -7% | 7% | 0% | -1% | 3% | nt | -10% | ?
O=C(CSc1nc2ccccc2c(=O)n1CC1CCCO1)NCc1ccc2c(c1)OCO2 (stereo not drawn) | -17% | 7% | -1% | 16% | 5% | nt | ? | 4%
O=C(NCCCn1ccnc1)/C(=C\c1cccs1)NC(=O)c1ccccc1 | -4% | 5% | 0% | -2% | -2% | -23% | -1% | -6%
Nc1c(C(=O)c2ccc(Br)cc2)oc2ccccc12 | -2% | -1% | 0% | ? | 3% | 5% | 6% | 2%
CC(C)(CNC(=O)c1sc2cc(F)ccc2c1Cl)N1CCOCC1 | -14% | -6% | -1% | -25% | -9% | ? | -8% | -14%
CN1CCC(C2(O)c3ccccc3CSc3sccc32)CC1 (stereo not drawn) | 2% | -12% | -4% | 2% | 7% | -14% | -4% | -3%
O=C(Cn1c(CN2CCCCC2)nc2ccccc2c1=O)NCc1ccco1 | i | 13% | 2% | -3% | -20% | -1% | -13% | -1%

This is a subset; count on the stated rates, not on these rows.
